# MCF10A rereplic – inducers of DNA re-replication in MCF 10A breast cells | MCF 10A DNA re-replication, Hoechst nuclear intensity, 48 h | Potency, µM (top dose mostly 46.1 µM), inactives show at the top dose activity, positive = re-replication, usual class: activators | AID 624296 | hit rate 2.9% among 350,000; further: potency means the concentration at half of the fitted maximal effect; % of control where 0% means no effect; nearly all actives have a fitted effect of over 50% in size
# SW480 rerep – induces DNA re-replication in SW480 colon adenocarcinoma cells; SW480 DNA re-replication, Hoechst DNA content imaging, 48 h; Potency, µM (series often up to 46.1 µM), inactives show at the top dose re-replication activation, actives largely listed as activators; hit rate 1.8% among 340,000; further: potency means the concentration at half of the fitted maximal effect; % of control where 0% means no effect; nearly all actives have a fitted effect of over 55% in size
#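 Cells (250 per well) received 23 nL compound or DMSO by pin tool and were kept 48 hr at 37 C, 5% CO2. Nuclei were then stained with Hoechst for 40 min and scanned for DNA content.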
# ATXN viability – cell viability loss in ATXN counter-screen | hit rate 0.49% among 400,000 | Potency, µM (top dose mostly 56.7 µM), actives largely listed as cytotoxic | S2 cells (HEK-293 line with an ATXN2-luciferase reporter) viability, CellTiter-Fluor protease fluorescence, 24 h; further: potency means the concentration at half of the fitted maximal effect; nearly all actives have a fitted effect of over 40% in size
# HepG2 viability – counter-screen for TGF-b inhibitors: cytotoxicity in HepG2 cells; HepG2 CAGA-GFP viability, ATP luminescence, 18 h; Potency, µM (titrated, usually from 46.1 µM), for the others: top-dose activity change, negative = cytotoxicity, usual class: cytotoxic; hit rate 0.76% among 410,000; further: potency means the concentration at half of the fitted maximal effect; some results filed as inactive show a strong effect at the top dose
#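 HepG2 CAGA-GFP cells (1000/well, DMEM with 1% FBS) received compound, then TGF-beta at 500 pg/mL final, and were incubated 18 hours at 37 degrees C. Viability was read by CellTiter-Glo luminescence. Media-only wells were set as complete cell-killing and DMSO as no toxicity.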
# HT1080NT lethal – kills 2HG-producing HT-1080-NT fibrosarcoma cells; HT-1080-NT fibrosarcoma viability, CellTiter-Glo ATP luminescence, 48 h; Potency, µM (doses to about 46.1 µM), for the others: top-dose activity, negative = less viability, actives largely listed as cytotoxic; hit rate 1.6% among 360,000; AID 686970;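 further: NT is the 2HG producing partner of a matched IDH1 knockdown line; potency means the concentration at half of the fitted maximal effect; 0% = DMSO-treated cells and -100% = media-only wells without cells; nearly all actives have a fitted effect of over 55% in size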
#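 Toxicity toward the 2HG-producing NT line was scored as %Activity, normalised to DMSO and no-cell wells, from CellTiter-Glo luminescence after 48 hours' treatment.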
# ATXN2 expr inh – ATXN2 expression inhibition; HEK-293 ATXN2-luciferase reporter, luminescence, 24 h; Potency, µM (titrated, usually from 57 µM), inactives show at the top dose activity change, negative = inhibition, usual class: inhibitors; hit rate 0.72% among 360,000; AID 1745845; further: potency means the concentration at half of the fitted maximal effect; on the % scale 0 is the no-effect control and ±100 the full control effect; nearly all actives have a fitted effect of over 55% in size
#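 qHTS (up to 57 uM final) was run with 24 h compound exposure of reporter cells at 37 °C. Each well was multiplexed: SteadyGlo luminescence measured ATXN2-luciferase expression after a fluorogenic Gly-Phe-AFC viability readout (25 uM final).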
# HT1080 IDH1KD tx – toxicity to HT-1080 IDH1 knockdown cells (counter line); HT-1080 IDH1 knockdown viability, ATP luminescence, 48 h; Potency, µM (titrated, usually from 46.1 µM), inactives show at the highest dose activity, negative = toxicity, usual class: cytotoxic; hit rate 2% among 360,000; AID 686971;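 further: potency means the concentration at half of the fitted maximal effect; 0% = DMSO wells and -100% = cell-free medium wells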
#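 Luminescent ATP read-out (CellTiter-Glo, 10 min at room temperature) after 48 h compound exposure at 37 °C gave viability of IDH1-knockdown HT-1080 cells. Activity was normalised to DMSO and cell-free wells, then fitted as concentration-response curves.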
# KB-3-1 cytotox – KB-3-1 parental cell cytotoxicity; KB-3-1 viability, CellTiter-Glo ATP luminescence, 72 h; Potency, µM (highest dose often 46.1 µM), for the others: at the top dose activity change, negative = cytotoxic, hits mostly cytotoxic; hit rate 1.4% among 400,000; further: potency means the concentration at half of the fitted maximal effect; on the % scale 0 is the no-effect control and ±100 the full control effect; nearly all actives have a fitted effect of over 60% in size
#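 KB-3-1 parental drug-naive adenocarcinoma cells in DMEM/10% FBS, incubated 72 h at 37 C with pin-transferred compounds across a concentration series. Viability by CellTiter-Glo luminescence; concentration-response curves fitted after normalization.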
# IL-1B inflam inh – inhibitors of inflammasome signaling (IL-1 beta secretion); THP-1 LPS/ATP IL-1B secretion, AlphaLISA, 16 h; hits give low values; activity change, % at 57.5 µM; hit rate 4.7% among 360,000; in the data active means activity change below about -50%; inconclusive means mostly about -30% to -49%; further: on the % scale 0 is the no-effect control and ±100 the full control effect
#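 Secreted IL-1B measured by AlphaLISA bead assay after 16 h compound exposure of THP-1 cells; compounds (final up to 57.5 uM) added 1 h before LPS (250 ng/mL) and ATP (1.25 mM) stimulation; lower signal means less secretion.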
# Numbers without * were called inactive; i = inactive; ? = inconclusive; . = no result given; & = joins results of further samples; [ ] = another dose, or the depositor's remark. Unless noted, the call rests on the fitted dose curve; in most records, active means well fitted curve in the direction sought with a large enough effect; inconclusive means small, poorly fitted or top-dose-only effect, or another doubt; inactive means no such curve, though single readings can be large; an effect the other way counts as inactive or inconclusive. Some of the compounds tested; the hit share may differ from the screen's.
SMILES,MCF10A rereplic,SW480 rerep,ATXN viability,HepG2 viability,HT1080NT lethal,ATXN2 expr inh,HT1080 IDH1KD tx,KB-3-1 cytotox,IL-1B inflam inh
CCC(=O)N1N=C2C3CCN(CC3)C2C1c1ccc(C)cc1 (stereo not given),18%,-5%,.,-3%,12%,-22%,-1%,-9%,15
COc1cc2nc(CN3CC=C(c4ccccc4)CC3)[nH]c(=O)c2cc1OC,2.9µM*,?,i,-31%,1%,1µM*,1%,7.3µM*,-24
CCOP(=S)(OCC)SCC(=O)NC(C(=O)O)C(C)C (stereo not given),1%,-4%,i,-1%,17%,3%,9%,-1%,43
CC/C(=C(\c1ccc(O)cc1)c1ccc(OCCN(C)C)cc1)c1ccccc1,?,?,.,-97%,16µM*,?,18µM*,-5%,12
CC(=Nc1c(C)n(C)n(-c2ccccc2)c1=O)c1c(O)n(Cc2ccccc2)c(=O)[nH]c1=O,-2%,-3%,i,-5%,0%,-2%,10%,-3%,8
COc1ccc(C2SCC(=O)Nc3c2c(C)nn3-c2ccccc2)cc1OC (stereo not given),-2%,2%,.,0%,0%,.,1%,1%,-2
O=c1[nH]c(=O)n(CCC2=CCCCC2)c(O)c1C=NCc1cccnc1,-2%,-2%,i,-41%,17%,6%,14%,1%,32
CCN(CC)P(=O)(NC(=O)C(Cl)(Cl)Cl)N(CC)CC.[Cl-].[Cl-].[Cl-].[Nd+3],19%&16%,-1%&-4%,?,-5%&-7%,1%&-2%,8%&-6%,-1%&-11%,?,11&23
C#CCNc1ccncc1S(=O)(=O)NC(=O)NC(C)C,-4%,-8%,i,1%,10%,3%,20%,1%,-1
NC(N)=N/N=C/c1ccc(N(c2ccccc2)c2ccccc2)cc1,?,?,.,7.9µM*,?,.,?,4%,-55*
O=C1C2CCCN2C(c2ccncc2)N1c1ccc(Cl)c(Cl)c1 (stereo not given),27%,2%,i,-6%,-1%,-4%,-10%,2%,-1
O=c1c2ccccc2nc(-c2ccco2)n1-c1ccncc1,0%,2%,?,-39%,-6%,-6%,1%,-1%,-4
CSCCC(c1nnnn1C(C)(C)C)N1CCC(n2c(=O)[nH]c3ccccc32)CC1 (stereo not given),.,.,?,-10%,-18%,-19%,-24%,-1%,-3
Cc1ccc(-c2nc3ccccc3c(=O)n2-c2ccc(O)cc2)cc1,8%,-5%,?,-18%,0%,-16%,2%,2%,48
CCCCCn1c(=O)c(C(=O)NC(C)c2ccccc2)c(O)c2ccccc21 (stereo not given),-2%,-8%,i,11%,13%,-16%,5%,-29%,15
CC1CCC(N2CCN(C(=O)COc3ccccc3)CC2)CC1 (stereo not given),0%,-4%,i,-6%,3%,-26%,8%,-10%,-13
Cc1cc(C)cc(Oc2nc3ccccn3c(=O)c2/C=C(\C#N)c2nc3ccccc3s2)c1,.,.,?,2%,.,14%,.,0%,.
COc1cc(OC)c2c(c1)O[C@@H](c1ccc(OC)c(OC)c1)[C@H](O)C2,2%,-13%,i,3%,-6%,.,1%,-1%,-7
Cc1cc(OCC(=O)NCc2ccncc2)c2c3c(c(=O)oc2c1)CCCC3,1%,-24%,?,5%,12%,-26%,11%,-4%,-1
CCC(=Nc1ccc2c(c1)CCC2)c1c(O)n(-c2ccc(OC)cc2)c(=O)[nH]c1=O,7%,9%,i,2%,-5%,-26%,-18%,-16%,18
C[C@]12CCC3C(CC[C@H]4C[C@H](N)CC[C@]34C)C1CC[C@H]2O (stereo not given in full),-3%,-6%,i,-3%,-5%,.,6%,6%,-6
COc1ccc(CCNCc2ccccc2)cc1,0%,-7%,i,-4%,-1%,.,-3%,0%,-15
CC(C)c1ccc(N2C(=O)NC(=O)/C(=C/c3cnc(-c4ccccc4)nc3)C2=O)cc1,6%,-2%,i,1%,0%,7%,0%,4%,-1
CCC1C(c2ccccc2)NC(c2ccccc2)CC1(O)c1ccc(F)cc1 (stereo not given),?,-9%,?,-30%,0%,.,?,0%,-16
COc1ccccc1N1CCN(C2CCN(C(=O)c3cccs3)CC2)CC1,-1%,-5%,?,0%,18%,-3%,11%,5%,5

# Next part, starting with the last three of the part before.
SMILES,MCF10A rereplic,SW480 rerep,ATXN viability,HepG2 viability,HT1080NT lethal,ATXN2 expr inh,HT1080 IDH1KD tx,KB-3-1 cytotox,IL-1B inflam inh
CC(C)c1ccc(N2C(=O)NC(=O)/C(=C/c3cnc(-c4ccccc4)nc3)C2=O)cc1,6%,-2%,i,1%,0%,7%,0%,4%,-1
CCC1C(c2ccccc2)NC(c2ccccc2)CC1(O)c1ccc(F)cc1 (stereo not given),?,-9%,?,-30%,0%,.,?,0%,-16
COc1ccccc1N1CCN(C2CCN(C(=O)c3cccs3)CC2)CC1,-1%,-5%,?,0%,18%,-3%,11%,5%,5
O=C(c1ccc(Cl)cc1)C1CCCN(C2CCSCC2)C1 (stereo not given),?,-1%,i,-20%,-27%,-10%,-3%,2%,-6
Cc1cc(C)[n+](C2C3CC4CC(C3)CC2C4)o1 (stereo not given),2%,-1%,i,3%,4%,-12%,1%,0%,14
O=C(CN1C(=O)CN=C(c2ccccc2Cl)c2cc(Cl)ccc21)NCc1ccco1,1%,-10%,i,-19%,-5%,-1%,1%,-11%,-7
O=C(CNS(=O)(=O)c1ccccc1)OCC(=O)c1ccc(OC(=O)c2ccccc2)cc1,20%,?,i,-12%,2%,36%,-4%,14%,-9
Cc1cc(/C=C2/C(=O)NC(=O)N(Cc3ccco3)C2=O)c(C)n1-c1ccc(C(=O)O)cc1,-24%,-15%,i,1%,1%,-1%,1%,-10%,32
CNC(=O)Oc1ccccc1OC(C)C,-28%,-8%,i,-5%,-11%,8%,14%,0%,-1
CSc1ncc(/C=C2/C(=O)NC(=O)N(c3ccc(C)cc3)C2=O)cn1,0%,9%,i,1%,-1%,2%,14%,9%,25
CCCCCCC(=O)N/N=C/c1c(O)n(C2CC2)c(=S)[nH]c1=O,15%,-4%,i,-14%,-8%,?,-16%,-2%,59
CCc1cccc(NC(=O)Cn2c(=O)oc3cc(S(=O)(=O)N4CCOCC4)ccc32)c1,?,-2%,i,-12%,5%,-11%,0%,?,4
CN(C)C1(CNC(=O)c2ccc(NS(=O)(=O)c3ccc(Cl)c(Cl)c3)cc2)CCCCC1,?,-10%,i,-26%,-11%,-8%,-15%,-7%,-17
COc1cc(OC)c(OC)cc1/C=C(\C#N)C(=O)NCc1cccs1,?,?,i,7%,?,-5%,4%,7%,-1
C=CCn1c(C2CC2)n[nH]c1=S,-1%,-69%[inhibitor],?,24%,12%,.,6%,3%,18
COc1ccc(C(c2nnnn2-c2ccc(OC)cc2)N2CCC3(CC2)C(=O)NCN3c2ccccc2)cc1 (stereo not given),.,.,.,-1%,?,?,?,-1%,?
COc1ccc(CC2NCC(O)C2OC(C)=O)cc1 (stereo not given),?,3%,?,7%,1.8µM*,0.011µM*,0.13µM*,0.18µM*,-109*
CC(=O)OC1(C)CC(C)C(=O)C(C(O)CC2CC(=O)NC(=O)C2)C1 (stereo not given),17%,0%,?,-33%,1.6µM*,0.03µM*,0.13µM*,?,-109*
FC(F)(F)c1cccc(NC2=NCCCS2)c1,20%,5%,i,-7%,-10%,.,0%,-1%,-15
COc1cc(/C=C/c2nc3ccccc3c(=O)n2-c2cccc(O)c2)ccc1O,?,?,i,3%,-24%,10%,?,-14%,-23
CCC1(CC)C(=O)NC(=O)NC1=O,-4%,1%,i,.,.,-5%,.,.,.
CC(C)N1C(=O)NC(=O)C2(Cc3cc([N+](=O)[O-])ccc3N(C)C2c2ccccc2)C1=O (stereo not given),4%,4%,i,7%,-13%,-5%,-11%,-4%,-24
Cc1nn(CC(C)C)c(Cl)c1C(=O)O,4%,?,?,3%,0%,-6%,3%,6%,3
CC(C)c1ccc(NC(=O)CCNC(=O)N2C[C@H]3C[C@@H](C2)c2cccc(=O)n2C3)cc1,1%,2%,i,-2%,0%,3%,-1%,0%,6
c1ccc(CN2COC3CCCCCC32)cc1 (stereo not given),.,.,i,-4%,28%,8%,2%,0%,9
N=C1c2ccccc2CN1NC(=O)c1ccccc1,1%,17%,i,-1%,0%,.,3%,2%,0
O=C(Cc1ccc(N(CCCl)CCCl)cc1)NC(Cc1ccc(Cl)cc1)C(=O)O (stereo not given),-6%,1%,i,6%,15%,-17%,9%,-1%,0
O=[N+]([O-])c1ccc(N2CCNCC2)cc1Sc1ccccn1,-6%,-7%,i,-1%,-26%,-26%,-26%,-2%,-25
# (further entries)
SMILES,MCF10A rereplic,SW480 rerep,ATXN viability,HepG2 viability,HT1080NT lethal,ATXN2 expr inh,HT1080 IDH1KD tx,KB-3-1 cytotox,IL-1B inflam inh
Cc1cccc(C)c1N1CCN(c2c(C)cccc2C)CC1,-1%,-6%,i,-1%,11%,5%,9%,-2%,14
COC(=O)C1=C(c2ccc(OC(F)(F)F)cc2)C[C@@H]2CC[C@H]1N2C(=O)NC1Cc2ccccc2C1,13%,2%,?,-4%,0%,?,0%,6%,-23
CCN(CC)CCCNC(=O)c1c(O)c2ccccc2n(Cc2ccccc2)c1=O,33%,18%,i,-69%,-12%,-2%,-17%,?,-29
COc1ccc(Cn2c(N)c(C(=O)NCc3ccco3)c3nc4ccccc4nc32)cc1OC,?,0.52µM*,i,-51%,?,?,?,?,?
CC(C)CC12CN3CCN(CC(C3)C1O)C2 (stereo not given),-1%,-6%,i,4%,6%,4%,10%,-2%,-6
NCCc1nc2ccccc2s1,3%,-19%,i,-7%,-7%,-1%[11.3 µM],-2%,-7%,23
CC(C)c1onc(C(=O)N2CCC3(CC2)OCCO3)c1[N+](=O)[O-],-2%,-2%,i,5%,7%,7%,11%,5%,10

# Compound activity: PubChem BioAssay, National Center for Advancing Translational Sciences (NCATS)
